# From PubChem
# F508del corr: CFTR F508del correction in bronchial cells; 350,000 tested, 0.36% active; AID 720511; CFBE cells, YFP halide quenching; stimulated with forskolin plus potentiator P3; % fluorescence drop versus neutral controls; activity (quench increase), % at 7.58 µM;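 active means mean added fluorescence quench of at least 8% versus neutral control, with both replicates also reaching 8%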;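 further: cells transiently co-express mutant CFTR-F508del with the halide-sensitive YFP; corrector assay measuring rescue of mutant channel to the surface after 24 h compound exposure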
# miR-122 sensor: blocks miR-122 activity in Huh7 sensor cells | Huh7 miR-122 Renilla luciferase sensor, 48 h; neutral wells = 0, positive control = 100 | activation (reporter increase), % at 12.5 µM | 340,000 tested, 0.3% active | AID 602342;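 active means mean replicate activation score at least 90 and every replicate individually at or above 90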;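 further: higher luciferase means less miR-122 activity so hits act as miR-122 inhibitors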
# PGC1a acetyl inh: PGC1a acetylation modulation, inhibitor mode; U2OS PGC1a acetylation, AlphaScreen anti-acetyl-lysine; with virally co-expressed GCN5 acetyltransferase; inhibition, % at 15.6 µM; 350,000 tested, 0.17% active; AID 651687;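 active means every replicate shows inhibition of at least 40%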;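 further: 0% = neutral control wells and 100% = positive control wells; some results beyond the cut were filed as inactive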
# C2C12 statin: suppressors of simvastatin-induced myotoxicity in C2C12 myotubes | ATP luminescence, 48 h; scaled: DMSO 0, geranylgeraniol control 100 | rescue of ATP level, % at 7.49 µM | 330,000 tested, 0.78% active | AID 602340;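 active means mean ATP rescue above about 67%, or every replicate alone reaching that limit, limit read from the data, passing the limit was not always enough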;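 further: myotubes were challenged with 10 µM simvastatin during compound exposure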
# PglD DTNB: blocks C. jejuni PglD acetyltransferase activity; purified PglD enzyme, DTNB colorimetric CoA detection; inhibition, % at 12.5 µM; 360,000 tested, 0.098% active; AID 602405; in the data active means inhibition above about 16%, passing the limit was not always enough; further: strong numbers were not always called active
# Cneo AK release: causes C. neoformans cell lysis; adenylate kinase release luminescence, 4 h; normalised: neutral wells 0, clomiphene wells 100; lysis activity, % at 15 µM; 360,000 tested, 0.2% active; AID 651654;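 active means mean lysis activity across replicates of at least 80%, whatever share of replicates individually reach that level; inactive means mean lysis activity below 80%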
#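 read-out = cell lysis signal | test system = log-phase Cryptococcus neoformans yeast cells | input = cells at 5 × 10^6 per mL | medium = fresh YPD growth medium | signal = luminescent adenylate kinase detection reagent | timing = 4 h at 37 °C static, read 1 h later | dosing = single dose | controls = Clomiphene as positive lysis control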
# FN deposit inh: fibronectin deposition inhibition. AH1F fibroblasts, Alexa488-fibronectin deposition fluorescence, overnight. inhibition, % at 12.6 µM. 350,000 tested, 0.086% active. AID 743247;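 active means mean inhibition across replicates of 30% or more, regardless of how many single replicates reach that level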;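 further: positive control wells lacked labelled fibronectin entirely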
#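 test system = AH1F fibroblasts assembling fluorescent fibronectin matrix | quantity = 10000 AH1F cells per well | buffer or medium = DMEM plus 2% serum, read in PBS | doses = single dose, pinned | incubation = 1 h cell attachment, overnight exposure to compound and label | detection = fluorescence at 485 nm excitation, 525 nm emission | read-out basis = inhibition from reduced deposited-fibronectin fluorescence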
# INS-1E GSIS act: GLuc luminescence reporter in INS-1E cells, primary screen for activators of glucose-dependent secretion of insulin; 370,000 tested, 0.61% active; INS-1E GLuc reporter insulin secretion, 2-3 h; AID 743287; activation, % at 16.6 µM;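 active means lowest replicate activation of at least 40%, so every replicate reaches that level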;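 further: 0% = median of neutral control wells and 100% = median of IBMX positive control wells; some compounds called inactive have numbers as strong as hits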
# Active calls of the source: *; . = no result given; & = joins results of further samples; [ ] = remark or other dose.
no.	SMILES	F508del corr	miR-122 sensor	PGC1a acetyl inh	C2C12 statin	PglD DTNB	Cneo AK release	FN deposit inh	INS-1E GSIS act
1	Cn1cnnc1Sc1ccc(C(=O)OCC(=O)NCC(F)(F)F)cc1[N+](=O)[O-]	2.5	-11	-5	2	3	0	-5	6
2	CCOc1ccc(/C=N/n2c(C3CCCCC3)n[nH]c2=S)cc1	-1.2	0	1	-1	5	0	5	-12
3	CCOc1ccc(CNC(=O)CCCn2nc(C)c3c(C)n(-c4ccc(C)cc4)nc3c2=O)cc1	3.9	.	.	-5	-6	2	7	0
4	CCOCCCNC(=O)C1CCN(S(=O)(=O)c2ccc(C)cc2)CC1	.	-4	18	-4	-5	-1	21	-5
5	COc1ccccc1OCCn1c(=S)[nH]c2ccccc21	0.6	4	-3	-10	8	1	-5	.
6	Cc1ccc(S(=O)(=O)Nc2ccc3c(c2)CC(=O)N([C@H](C)CO)C[C@@H](C)[C@@H](CN(C)C(=O)Nc2c(C)noc2C)O3)cc1	2.0	-5[16.7 µM]	1	-5	3	-1	.	-4
7	CN(CC(=O)NCc1ccccc1Cl)S(=O)(=O)c1ccc2c(c1)n(C)c(=O)c(=O)n2C	4.8	.	4	16	-2	4	14	1
8	COc1ccc(C(=O)COC(=O)CN2C(=O)C3C4C=CC(C4)C3C2=O)cc1 (stereo not given)	.	-4	-6	-1	1	2	.	.
9	COc1ccccc1-c1ccc([C@@H]2[C@@H]3CN(S(=O)(=O)c4ccc(-c5ccccc5)cc4)C[C@H]2N3)cc1	-1.5	.	-56	.	.	.	-8	33
10	Oc1ccc(/C=N/Nc2ccnc3cc(Cl)ccc23)c(O)c1	-7.8	19	-34	2	3	-5	-43	26
11	O=C1OCc2cccc3cccc1c23	.	-4	4	-7	5	-2	4	-7
12	CC(C)C(c1nnnn1Cc1ccc(F)cc1)N1CCN(C(=O)c2ccco2)CC1 (stereo not given)	.	3	-4	-12	3	1	.	.
13	Cc1cc(=O)oc2cc(OCCSCCN3CCCCC3)ccc12	1.8	0	-4	6	-3	3	-11	12
14	Cc1cc(C)nc(SCc2nnc(SCC(=O)Nc3nc(-c4ccccc4)cs3)n2C)n1	.	0	18	13	-1	0	.	.
15	Cc1[nH]n(-c2ccccc2)c(=O)c1S(=O)(=O)c1ccccc1	.	0	14	3	-2	9	2	-11
16	COc1ccccc1CNC(=O)c1c(-c2ccccc2Cl)noc1C	-1.8	-3	-11	7	4	0	1	5
17	CCOc1cc(/C=C2/SC(=S)N(CC(=O)O)C2=O)ccc1OC(=O)c1cccs1	-1.1	.	10	.	-5	-1	-2	16
18	Cc1ccc(-c2nn(CC(=O)O)c(=O)c3ccccc23)cc1	.	-8	.	-9	-10	-4	-3	.
19	c1ccc(Cc2nnc(N3CCCCC3)c3ccccc23)cc1	-0.1	.	5	.	.	.	14	-3
20	O=C(NC1CCC1)[C@H]1N[C@H]2c3ccc(-c4cccc(F)c4)c(=O)n3C[C@H]2[C@@H]1CO	0.1	-4[16.7 µM]	.	12	-2	-6	.	22
21	CCNC(=O)c1cc(S(=O)(=O)N(C)C)c(Cl)cc1Cl	-1.2	.	11	.	.	.	3	-4
22	Cc1ccc(CN2CCNC(=O)C2CC(=O)NCC(F)(F)F)o1 (stereo not given)	2.1	-8	.	9	-2	0	5	30
23	COCCCNC(=S)Nc1ccc2nc(N3CCOCC3)cc(C)c2c1	-1.0	4	3	-32	7	1	0	-5
24	CCN(C[C@H]1N[C@@](CC)(C(=O)OC)[C@H]2C(=O)N(C)C(=O)[C@@H]12)S(=O)(=O)c1ccccc1	-2.2	.	.	22	0	1	-5	17
25	O=C(CCNC(=O)OCC1c2ccccc2-c2ccccc21)NOCc1ccccc1	-1.7	2	-5	3	1	-2	19	12
26	Cc1cnc(NC(=O)CSc2ncn(-c3ccccc3)n2)s1	.	4	-11	4	-2	0	0	.
27	N/C(=N\OC(=O)/C=C/c1ccc(Br)cc1)c1ccccn1	.	0	-27	7	2	-10	-2	-9
28	CCOC(=O)c1c(C)[nH]c(C(=O)OCC(=O)Nc2cc(C)ccc2OC)c1C	.	-3	0	-4	-1	0	3	.
29	O=C(Cc1ccccc1)Nc1ccccc1CO	.	0	7	9	-3	-4	-10	.
30	CCNC(=O)/C(C#N)=C/c1c(N2CCCCCC2)nc2c(C)cccn2c1=O	0.9	-10	-10	22	-6	1	2	.
31	NC(=O)c1cc2ccc(O)cc2oc1=Nc1ccccc1	.	5	21	-41	-3	-5	.	.
32	CCCNC(=O)N1CC2(CCN(Cc3cccc(OC)c3)CC2)c2c(n(C)c3cc(OC)ccc23)[C@H]1CO	-1.9	.	-3	.	.	.	11	1
33	COc1ccc2cc(CN(CCO)C(=O)c3ccccc3F)c(=O)[nH]c2c1	.	-1	2	.	-1	-12	.	.
34	Cc1noc(C)c1NC(=O)N(C)C[C@@H]1Oc2c(NC(=O)Nc3ccc(C(F)(F)F)cc3)cccc2C(=O)N([C@H](C)CO)C[C@H]1C	5.2	-2[16.7 µM]	-7	-1	-2	-3	.	.
35	COc1ccc(NC(=O)COc2cc(O)c3c(c2)OC(C)(C)CC3=O)cc1	-1.3	-1	-18	-6	-6	4	.	-4
36	N#Cc1cc2c(nc1SCC(=O)Nc1sc3c(c1C#N)CCC3)CCCCCC2	.	-1	1	.	-3	3	-7	.
37	Cc1cccc(S(=O)(=O)N2CCCCN3[C@H](C2)[C@H](c2ccc(C#C[C@@H](C)O)cc2)[C@@H]3CO)c1	-1.6	-3[16.7 µM]	10	-25	3	0	.	2
38	CCCC(=O)Nc1ccc2c(c1)OC[C@H](C)N(C(=O)CC1CC1)C[C@@H](C)[C@H](OC)CN(C)C2=O	0.7	-1[16.7 µM]	-3	-19	-2	-2	1	10
39	O=c1c2ccccc2oc2cc(Br)ccc12	2.4	-3	-3	3	-5	2	.	8
40	O=C(COC(=O)C1(c2ccccc2)CC1)N1CCN(c2ccc(F)cc2)CC1	.	-13	-14	-5	0	-1	-2	.
41	COc1cc2c(cc1NC(=O)C(C)Sc1ccc(C)cc1)oc1ccccc12 (stereo not given)	-0.7	5	.	2	.	.	.	2
42	CSCCC(NC(=O)c1ccccc1Cl)C(=O)N1CCCCCCC1 (stereo not given)	-1.6	-2	3	15	-2	1	-5	-9
43	Cc1noc(C)c1S(=O)(=O)N(C)C[C@@H]1Oc2ccc(NC(=O)NC3CCCCC3)cc2CC(=O)N([C@@H](C)CO)C[C@H]1C	-2.3	5[16.7 µM]	3	14	1	-1	-9	4
44	C[C@@H]1CN([C@@H](C)CO)C(=O)CCCn2nncc2CO[C@H]1CN(C)C(=O)Nc1ccc2c(c1)OCCO2	-0.6	1[16.7 µM]	1	-5	3	-5	6	16
45	Cc1nn(C)c(C(=O)Sc2ccccc2)c1[N+](=O)[O-]	-1.1	-2	13	.	-2	4	-9	9
46	Cc1ccc(S(=O)(=O)N(C)C[C@@H]2OCCCC[C@H](C)Oc3ccc(NS(=O)(=O)c4ccccc4)cc3C(=O)N([C@@H](C)CO)C[C@@H]2C)cc1	-0.8	7[16.7 µM]	-9	-6	1	-3	.	-44
47	COc1ccc(CNC(=O)CSc2ncnc3ccccc23)cc1OC	-1.8	.	7	.	.	.	-6	14
48	C[C@H](CO)N1C[C@H](C)[C@@H](CN(C)C(=O)C2CCOCC2)Oc2ncc(-c3cccnc3)cc2C1=O	-0.7	4[16.7 µM]	1	-10	2	56	.	8
49	O=C(c1nc2ccc(Cl)cn2c1CN1CCC(CO)CC1)N1CCc2ccccc2C1	2.8	4	-1	14	0	5	9	3
50	COc1cc(C(=O)CSc2nnc(-c3ccc(O)cc3)n2CC2CCCO2)ccc1NC(C)=O (stereo not given)	.	.	6	12	6	7	-3	-2

# Further structures
no.	SMILES	F508del corr	miR-122 sensor	PGC1a acetyl inh	C2C12 statin	PglD DTNB	Cneo AK release	FN deposit inh	INS-1E GSIS act
51	Cc1oc(-c2ccccc2Cl)nc1CS(=O)CC(=O)N1CCN(c2ccccc2)CC1 (stereo not given)	-0.4	-14	8	18	.	.	6	-16
52	O=C(N[C@H]1CC[C@@H](CCn2cc(C3CC3)nn2)O[C@@H]1CO)c1cccnc1	-2.2	-5[16.7 µM]	-9	4	-10	-3	9	-4
53	COc1ccc(S(=O)(=O)Nc2ccc3c(c2)C(=O)N([C@H](C)CO)C[C@H](C)[C@H](CN(C)Cc2ccncc2)O3)cc1	1.3	-2[16.7 µM]	0	4	-6	-1	-5	3
54	COC(=O)CSc1ncnc2c1cnn2Cc1ccccc1	.	-3	-1	0	10	-1	.	.
55	CC1(C(=O)O)CCCN1C(=O)c1cccc2ccccc12 (stereo not given)	-3.6	-3	-30	7	-4	0	-10	18
56	Clc1ccccc1-c1nc(-c2ccncc2)no1	5.2&-35	-12&0	-12&-5	-7&-7	-4&0	-3&-1	-5&8	-6&-2
57	COc1ccc(Nc2nc(NC(C)C)nc3ccsc23)cc1OC	3.3	-8	.	-7	5	0	4	-1
58	COc1ccc(/C=C(/NC(=O)c2ccccc2)C(=O)N2CCC(C)CC2)cc1	-1.8	14	0	12	0	-1	-3	-7
59	Cc1ccc(C2(CC(=O)N3CCCC3)CCOC(C(C)C)C2)cc1 (stereo not given)	.	13	5	11	-2	0	0	.
60	COc1cc2c(cc1OC)C(c1cccs1)N(C(=O)c1ccc(S(=O)(=O)N(C)C)cc1)CC2 (stereo not given)	-3.0	3	36	7	-5	-1	9	10

# Of the compounds above, these contain an aryl thioether with sulfur outside any ring:
no.	SMILES	F508del corr	miR-122 sensor	PGC1a acetyl inh	C2C12 statin	PglD DTNB	Cneo AK release	FN deposit inh	INS-1E GSIS act
1	Cn1cnnc1Sc1ccc(C(=O)OCC(=O)NCC(F)(F)F)cc1[N+](=O)[O-]	2.5	-11	-5	2	3	0	-5	6
14	Cc1cc(C)nc(SCc2nnc(SCC(=O)Nc3nc(-c4ccccc4)cs3)n2C)n1	.	0	18	13	-1	0	.	.
26	Cc1cnc(NC(=O)CSc2ncn(-c3ccccc3)n2)s1	.	4	-11	4	-2	0	0	.
36	N#Cc1cc2c(nc1SCC(=O)Nc1sc3c(c1C#N)CCC3)CCCCCC2	.	-1	1	.	-3	3	-7	.
41	COc1cc2c(cc1NC(=O)C(C)Sc1ccc(C)cc1)oc1ccccc12 (stereo not given)	-0.7	5	.	2	.	.	.	2
47	COc1ccc(CNC(=O)CSc2ncnc3ccccc23)cc1OC	-1.8	.	7	.	.	.	-6	14
50	COc1cc(C(=O)CSc2nnc(-c3ccc(O)cc3)n2CC2CCCO2)ccc1NC(C)=O (stereo not given)	.	.	6	12	6	7	-3	-2
54	COC(=O)CSc1ncnc2c1cnn2Cc1ccccc1	.	-3	-1	0	10	-1	.	.
